Screening data: PubChem, National Center for Advancing Translational Sciences (NCATS)
D1 PAM = Potentiators of Human D1 Dopamine Receptor: qHTS. HEK293 TREx D1 cells, calcium flux, dopamine EC20 potentiation. potentiation, % at 10 µM. 0.036% of 360,000 active. AID 504651, 2011; in the data active means potentiation above about 30%; further: 0% is about no effect
D2 potentiator = HTS Assay for Positive Allosteric Modulators of the Human D2 Dopamine Receptor: Primary Screen for Potentiators. HEK293 T-REx D2, calcium flux, EC20 dopamine potentiation. potentiation, % at 10 µM. 0.34% of 340,000 active. AID 485347, 2010;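 active means potentiation over 3 SD above the plate norm, cut at about 30% in these data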; further: 0% is about no effect
Target sequence (P14416 whole entry, looked up): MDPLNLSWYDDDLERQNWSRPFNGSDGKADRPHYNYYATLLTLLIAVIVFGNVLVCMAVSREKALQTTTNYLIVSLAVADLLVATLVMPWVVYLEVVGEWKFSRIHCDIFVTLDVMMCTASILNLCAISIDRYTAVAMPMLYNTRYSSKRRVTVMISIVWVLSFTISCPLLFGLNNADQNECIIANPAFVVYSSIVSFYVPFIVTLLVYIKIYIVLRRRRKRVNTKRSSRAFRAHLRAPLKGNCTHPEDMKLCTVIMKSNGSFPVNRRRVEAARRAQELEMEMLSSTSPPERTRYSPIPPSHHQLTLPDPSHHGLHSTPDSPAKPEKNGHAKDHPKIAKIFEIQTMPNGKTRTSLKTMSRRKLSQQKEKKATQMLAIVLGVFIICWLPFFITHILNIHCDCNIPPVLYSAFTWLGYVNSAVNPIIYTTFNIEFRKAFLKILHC
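Tetracycline-induced Hek293 Trex D2 cells, force-coupled to calcium, loaded with no-wash calcium dye. Compound added with 180 s kinetic read for agonism, then EC20 dopamine and a further 180 s read for potentiation.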
TRHR ag = qHTS for Small Molecule Agonists and Allosteric Enhancers of Human TRH Receptor: Primary Screen for Agonists. 0.18% of 360,000 active. TRHR cells, calcium flux fluo-8, FDSS agonist mode. activation, % at 2 µM; in the data active means activation above about 30%; further: 0% is about no effect
Target sequence (P34981 whole entry, looked up): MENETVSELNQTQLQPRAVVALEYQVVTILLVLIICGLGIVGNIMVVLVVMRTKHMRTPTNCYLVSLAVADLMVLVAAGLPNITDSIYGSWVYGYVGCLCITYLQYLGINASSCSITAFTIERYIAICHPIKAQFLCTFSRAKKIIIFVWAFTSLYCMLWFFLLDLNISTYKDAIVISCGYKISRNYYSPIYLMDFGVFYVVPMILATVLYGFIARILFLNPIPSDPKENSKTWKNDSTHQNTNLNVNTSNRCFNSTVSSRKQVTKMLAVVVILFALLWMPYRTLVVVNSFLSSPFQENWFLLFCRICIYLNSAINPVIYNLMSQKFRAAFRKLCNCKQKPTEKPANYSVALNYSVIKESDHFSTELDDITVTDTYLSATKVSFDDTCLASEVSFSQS
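Fluo-8-loaded TRHR cells; 10 s baseline, compound added, kinetic Ca2+ fluorescence read 1/s, agonist mode.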
D1 ag = Allosteric Agonists of the Human D1 Dopamine Receptor: qHTS; D(1A) dopamine receptor (Homo sapiens), P21728; HEK293 T-REx D1 cells, calcium flux, agonist mode; activation, % at 2 µM; 1% of 360,000 active; in the data active means activation above about 30%; further: 0% is about no effect
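Agonism was scored from calcium flux recorded over 180 s (1 read/s) after pintool compound addition, following a 10-cycle baseline. Cells were inducible force-coupled HEK293 TREx D1, plated overnight at 30 C and loaded with no-wash calcium dye.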
Apoferritin bind = qHTS Assay for Identification of Novel General Anesthetics; apoferritin/1-aminoanthracene competitive binding, fluorescence; Ferritin light chain (Equus caballus), P02791; 0.074% of 350,000 active; Potency, µM (highest dose often 77.5 µM), for inactives: at the top dose activity change, negative = displacement, most hits filed as inhibitors; further: potency means the concentration at half of the fitted maximal effect; on the % scale 0 is the no-effect control and ±100 the full control effect; nearly all actives have a fitted effect of over 20% in size
Target sequence (P02791 2-175 limits assumed): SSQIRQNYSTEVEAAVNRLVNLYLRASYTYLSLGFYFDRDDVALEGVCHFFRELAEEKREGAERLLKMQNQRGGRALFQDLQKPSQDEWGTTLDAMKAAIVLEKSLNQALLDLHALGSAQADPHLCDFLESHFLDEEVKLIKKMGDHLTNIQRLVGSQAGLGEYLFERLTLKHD
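Read-out: endpoint 1-AMA fluorescence, excitation 380 nm and emission 535 nm, after compounds sit 10 min at room temperature with 10 uM horse-spleen apoferritin in 50% saturated 1-AMA/PBS. Values come from four-parameter Hill fits.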
TRHR enhancer = qHTS for Small Molecule Agonists and Allosteric Enhancers of Human TRH Receptor: Primary Screen for Enhancers. Thyrotropin-releasing hormone receptor (Homo sapiens), P34981. TRHR cells, fluo-8 calcium fluorescence, EC20 TRH enhancement. 0.66% of 360,000 active. AID 493056, 2011. enhancement, % at 2 µM; in the data active means enhancement above about 30%; further: 0% is about no effect
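TRHR-expressing cells loaded with fluo-8 calcium dye were read kinetically (ex 480/em 530) during compound addition, then stimulated with an EC20 of TRH (10 nM final). Enhancement of the Gq-mediated intracellular calcium response was scored.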
RXFP1 agonist = qHTS Assay for Agonists of the Relaxin Receptor RXFP1 | Relaxin receptor 1 (Homo sapiens), Q9HBX9 | HEK293T-RXFP1 cAMP TR-FRET, 30 min; response scale: percent of porcine relaxin response, buffer zero | Potency, µM (top dose mostly 57.5 µM), without a hit: at the top dose activation, actives largely listed as activators | 0.3% of 370,000 active; further: potency means the concentration at half of the fitted maximal effect; on the % scale 0 is the no-effect control and ±100 the full control effect; nearly all actives have a fitted effect of over 60% in size; many of its hits are not listed in these tables
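HEK293T cells stably expressing RXFP1 were pretreated with the PDE4 inhibitor Ro 20174, exposed to compounds for 30 min at 37C, lysed, and cAMP was read by TR-FRET. Data normalized to buffer (basal) and 29 nM porcine relaxin (100%).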
RXFP1 antagonist = qHTS Assay for Antagonists of the Relaxin Receptor RXFP1 | Relaxin receptor 1 (Homo sapiens), Q9HBX9 | HEK293-RXFP1, relaxin-stimulated cAMP HTRF, 30 min; active compounds read low | activity change, negative = inhibition, % at 57.5 µM | 0.59% of 350,000 active;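 active means activity change of -60% or lower, but not beyond a set lower limit; inconclusive means change between -60% and -40%, or beyond the set limit; inactive means change above -40%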; further: on the % scale 0 is the no-effect control and ±100 the full control effect
D1 antagonist = Antagonist of Human D 1 Dopamine Receptor: qHTS; HEK293 TREx D1 cells, calcium flux, dopamine EC80; active compounds read low; D(1A) dopamine receptor (Homo sapiens), P21728; activity change, negative = inhibition, % at 10 µM; 3.2% of 360,000 active; in the data active means activity change below about -30%; further: on the % scale 0 is the no-effect control and ±100 the full control effect
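Using tetracycline-induced force-coupled D1 Hek293 cells and a calcium dye, signals were followed for 180 s after compound, then for 180 s after EC80 dopamine, to detect inhibitors.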
An asterisk follows results filed as active; ? = inconclusive; . = no result given; & = joins results of further samples; ! = repeats disagree. Unless noted, the call rests on the fitted dose curve; in most records, active means well fitted curve in the direction sought with a large enough effect; inconclusive means small, poorly fitted or top-dose-only effect, or another doubt; inactive means no such curve, though single readings can be large; an effect the other way counts as inactive or inconclusive. These rows are one share of the data; count on the stated rates, not on these rows.

SMILES	D1 PAM	D2 potentiator	TRHR ag	D1 ag	Apoferritin bind	TRHR enhancer	RXFP1 agonist	RXFP1 antagonist	D1 antagonist
C=CCNC(=O)C(=O)NCC1CCCN1S(=O)(=O)c1cccs1 (stereo not drawn)	-4.5	11.7	0.2	1.7	.	4.3	0.9%	-22.4	10.6
COc1ccc(S(=O)(=O)c2nnn(-c3cc(Cl)c(OC)cc3OC)c2C)cc1	-3.6	4.5	5.0	61.1*	17.0%	10.2	-0.5%	.	7.2
COc1ccc(CN(C)C2CCCCC2)cc1	-12.9	10.1	0.6	3.9	2.5%	7.2	-1.2%	-2.4	0.7
COc1cccc(-c2nc(NCCN3CCOCC3)c3ccccc3n2)c1O	-3.2	-9.4	0.9	-0.4	-16.8%	1.0	-3.4%	-6.2	10.1
CCOc1ccc2[nH]c3c(NCCO)ncnc3c2c1	-4.8	11.8	-0.6	0.0	-8.7%	4.1	8.5%	-16.8	4.8
CC(C)c1nc(CNC(=O)C2CCC(=O)N(CCc3cccc(F)c3)C2)cs1 (stereo not drawn)	2.3	10.1	-0.5	10.9	-8.8%	-5.5	0.9%	-11.5	62.3
O=C(CSc1ccc(-c2ccc(Cl)cc2)nn1)N1CCCc2ccccc21	-5.6	3.7	2.2	6.5	?	-6.5	3.8%	2.5	-33.9*
COc1cccc(CNS(=O)(=O)c2cc3c4c(c2)CCC(=O)N4CCC3)c1	0.1	5.8	-0.6	10.7	.	10.9	-0.9%	-4.9	-8.3
O=C(NC(=S)Nc1c(Cl)ccc2nsnc12)c1ccccc1F	3.1	-2.0	-2.2	3.6	-22.4%	0.0	1.0%	18.8	2.8
CC(C)(C)c1ccc(OCCCC(=O)NC2=NCCS2)cc1	-6.0	-4.2	0.8	6.8	?	-4.1	1.2%	-2.0	-17.3
CC1=C(C(=O)Nc2ccc(C)cc2C)C(CC(C)C)n2nc(SCc3ccccc3C)nc2N1 (stereo not drawn)	-1.9	12.0	0.9	-1.4	1.3%	-1.8	2.6%	.	-35.5*
C#CCOCCOCCOCCNc1nc(N2CCN(C(=O)C([C@@H](C)CC)n3cc(C(N)CC(C)C)nn3)CC2)nc(N2CCN(C(=O)[C@H](CCC(=O)O)n3cc(C(N)CC(C)C)nn3)CC2)n1 (stereo partly drawn)	6.9	6.6	0.2	-3.9	1.7%	2.6	-1.1%	.	-12.5
CC(/C=N/NC(=O)c1cc(C2CC2)[nH]n1)=C\c1ccccc1	0.2	-6.3	-1.2	2.9	4.6%	0.6	-2.3%	-28.0	-0.2
O=C(c1cccnc1)N1CCCC(Nc2ccc(F)cc2)C1 (stereo not drawn)	0.6	3.8	0.2	0.9	-1.2%	1.5	-4.8%	5.0	-26.4
CCCn1nnc(NC(=O)c2cccnc2Cl)n1	5.8	-6.9	0.3	-0.1	2.8%	2.0	0.0%	6.8	0.7
O=C1NC(=S)S/C1=C\c1cc2ccccc2nc1N1CCCCC1	-1.4	-6.4	0.1	12.5	4.0%	-2.3	5.3%	-11.9	-30.0
Cc1ccccc1-c1nc2ccc(Cl)cc2c(=O)n1O	1.0	-1.8	0.7	-0.1	-5.7%	5.3	-0.6%	18.5	-2.7
CCCCCC/C(C)=C1/SC(=S)NC1=O	-0.6	14.9	1.3	7.8	?	-1.7	1.0%	-4.1	-10.4
Cc1ccc(CNC(=O)c2cn(C)c3ccc(S(=O)(=O)N(C)C4CCCCC4)cc3c2=O)cc1	2.3	12.2	0.0	-1.9	-4.1%	-0.1	-1.5%	-4.5	-2.7
Cn1c2ccccc2c2nnc(NN)nc21	4.2	-0.3	-0.6	2.0	1.1%	0.8	7.9%	4.3	-8.1
CC(NC1CCCCC1)C(=O)NN=C(c1ccccc1)c1ccccc1 (stereo not drawn)	-4.8	-2.9	0.0	-0.2	-8.0%	0.9	1.2%	-37.8	-21.4
CC(C)NC(=O)C(=O)NNC(=O)C12CC3CC(CC(C3)C1)C2	1.1	4.8	1.4	0.3	-11.9%	-5.1	0.0%	-10.2	-0.1
O=C(CSc1nnc2ccccn12)Nc1ncc(Cl)cc1Cl	-5.4	-7.2	0.2	0.2	-10.6%	0.0	5.4%	-8.1	-23.1
CCOc1ccccc1CN1CCN(Cc2ccc(C)o2)CC1CCO (stereo not drawn)	-2.2	-11.3	0.8	0.8	-7.0%	-0.7	0.8%	6.1	-16.9
Cc1cc2cc(C)c3nnc(SCC(=O)NCc4ccco4)n3c2cc1C	-4.6	-10.5	-0.3	4.6	?	-1.8	0.8%	-6.3	56.4

(more compounds)
SMILES	D1 PAM	D2 potentiator	TRHR ag	D1 ag	Apoferritin bind	TRHR enhancer	RXFP1 agonist	RXFP1 antagonist	D1 antagonist
CC(=O)N1CCc2cc(S(=O)(=O)NC(Cc3ccccc3)C(=O)NC3CCCCCC3)ccc21 (stereo not drawn)	2.2	-6.6	-0.8	2.8	-17.5%	-3.7	0.0%	11.1	6.8
CCOc1ccc(OCc2cccc(C(=O)N/N=C/c3cccnc3)c2)cc1	-1.1	4.4	-1.0	6.3	-20.1%	8.3	5.1%	-15.0	-5.3
COc1ccccc1OCCOCCOc1ccc(C)cc1Br	-1.1	-3.9	-1.7	8.1	7.0%	-6.5	-1.0%	-7.9	-1.4
CCOc1ccc(C(=O)Nc2nc(-c3ccc(Br)cc3)ns2)cc1	-1.9	-2.9	0.1	-1.2	2.6%	6.2	27.8%	7.4	1.0
Cc1c(CCC(=O)N2CCC(C(=O)NCCCCCC(=O)O)CC2)c(=O)oc2cc3oc4c(c3cc12)CCCC4	-1.6	11.8	-0.4	3.9	1.9%	3.0	6.3%	-1.5	-3.8
CCc1cccc(NC(=O)C(Cc2ccccc2)NS(=O)(=O)c2ccc3c(c2)oc(=O)n3C)c1 (stereo not drawn)	-3.3	3.7	-0.3	30.7*	3.9%	15.4	0.0%	.	-11.1
O=C(NC1CCS(=O)(=O)C1)OC1CCCCC1 (stereo not drawn)	-4.2	-5.7	-0.5	-0.6	-3.1%	-4.9	1.0%	4.7	-21.8
O=C(COc1ccccc1[N+](=O)[O-])OC1CCS(=O)(=O)C1 (stereo not drawn)	-6.6	.	0.1	0.4	-6.8%	-26.9	-0.3%	5.1	-78.5*
Cc1ccc(S(=O)(=O)N2CCCN(S(=O)(=O)c3ccc4ccccc4c3)CC2)cc1	-7.3	-15.9	0.8	3.1	2.0%	-5.0	1.5%	-1.8	1.0
CC(OC(=O)CCCOc1ccccc1)C(=O)NC(N)=O (stereo not drawn)	0.9	9.1	0.2	-1.6	-14.0%	-1.2	0.6%	-7.4	-4.0
Cc1ccc(N(CC(=O)N2CCOCC2)S(C)(=O)=O)cc1Cl	-2.0	1.4	-0.3	2.6	6.0%	3.0	0.1%	1.0	-2.2
Cc1cc(-c2ccc(C)c(S(=O)(=O)NCC3CCN(Cc4ccc(F)cc4)CC3)c2)on1	-7.0&-3.3	-11.1&-6.5	-0.1&0.8	8.9&19.2	-12.9%&-15.8%	0.5&-0.6	-1.8%&-0.2%	-34.8	-33.3*!
CC(C)[C@@H]1COC(c2cccc(C3=N[C@H](C(C)C)CO3)n2)=N1	-0.1	6.0	-0.3	-0.2	-4.9%	-2.4	4.0%	.	3.1
COc1ccc(Cl)cc1NC(=O)Cn1ccn(-c2cc(C)cc(C)c2)c(=O)c1=O	-3.9	-4.3	-0.2	6.7	1.4%	-5.2	?	11.7	5.4
CSS(=O)(=O)c1cccc2cccnc12	1.9	-9.2	0.2	-0.4	0.0%	4.8	1.9%	-23.3	5.5
CCOC(=O)CNC(=O)c1nn(-c2ccc(OCC)cc2)c(=O)c2ccccc12	4.8	-2.7	-0.5	2.0	-12.3%	-5.4	4.0%	-1.8	5.5
O=C(COn1nnc2ccc(S(=O)(=O)N3CCOCC3)cc21)NCCc1ccccc1	-1.6	14.6	0.2	1.2	.	1.9	0.7%	2.6	6.8
O=C(O)c1cccc(-c2noc(-c3ccccc3F)n2)c1	-3.1	.	-2.2	1.5	.	0.8	.	-27.2	20.0
Cc1cc(C(F)(F)F)n(-c2nc(C(=O)Nc3cccnc3)cs2)n1	-3.9	-5.9	-1.2	-1.6	-6.7%	-0.5	2.0%	-23.7	.
O=C(O)c1ccc(COc2ccc3ccccc3c2)o1	-0.1	-2.1	0.1	1.0	-0.3%	-7.4	0.2%	-1.3	-11.5
CCOc1ccc(C2SCC(=O)N2c2c(C)n(C)n(-c3ccccc3)c2=O)cc1 (stereo not drawn)	1.4	-1.6	0.5	2.1	-3.6%	19.5	-0.3%	-0.3	-0.5
O=C(c1nc2ccc(Cl)cn2c1CNCCc1cnccn1)N1CCCCCCC1	-2.9	-0.7	0.4	2.0	-23.6%	-2.0	-3.1%	-6.3	22.4
Cc1ccccc1CSc1nnc(NC(=O)C2COc3ccccc3O2)s1 (stereo not drawn)	-1.8	17.1	-2.1	5.1	?	-27.8	0.6%	-9.0	-9.2
Cc1ccccc1NC(=O)c1c([N+](=O)[O-])cnn1C	-5.2	-9.3	0.0	-2.0	-8.6%	1.8	0.2%	-4.4	-1.1

Rewritten comma-delimited: part of the list above
SMILES,D1 PAM,D2 potentiator,TRHR ag,D1 ag,Apoferritin bind,TRHR enhancer,RXFP1 agonist,RXFP1 antagonist,D1 antagonist
Cc1ccc(N(CC(=O)N2CCOCC2)S(C)(=O)=O)cc1Cl,-2.0,1.4,-0.3,2.6,6.0%,3.0,0.1%,1.0,-2.2
Cc1cc(-c2ccc(C)c(S(=O)(=O)NCC3CCN(Cc4ccc(F)cc4)CC3)c2)on1,-7.0&-3.3,-11.1&-6.5,-0.1&0.8,8.9&19.2,-12.9%&-15.8%,0.5&-0.6,-1.8%&-0.2%,-34.8,-33.3*!
CC(C)[C@@H]1COC(c2cccc(C3=N[C@H](C(C)C)CO3)n2)=N1,-0.1,6.0,-0.3,-0.2,-4.9%,-2.4,4.0%,.,3.1
COc1ccc(Cl)cc1NC(=O)Cn1ccn(-c2cc(C)cc(C)c2)c(=O)c1=O,-3.9,-4.3,-0.2,6.7,1.4%,-5.2,?,11.7,5.4
